Lipid storage S3 – qHTS Assay for Lipid Storage Modulators in Drosophila S3 Cells; Drosophila S3 cells, BODIPY lipid droplet fluorescence, 18-24 h; cells fed with added oleic acid; 320,000 tested, 0.64% active; Potency in µM for hits, for the others lipid storage change, negative = inhibition, % at the top dose, mostly 46.1 µM; active = well fitted inhibition curve with a large enough effect in the signal ratio, with a control signal flat, not every such curve was filed as active; inconclusive = small, poorly fitted or top-dose-only effect, or effect the other way, or a change in a side signal; the % refers to the signal ratio
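Drosophila S3 cells got compounds at several concentrations plus oleic acid (400 uM solution). Laser-scanning cytometry with 488 nm excitation read lipid droplets at 500-530 nm and cells at 575-640 nm. Percent activity was relative to 20 uM Triacsin C.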
Lipid storage S3 cell count max – recorded beside Lipid storage S3, whose call it bears; cell number change, %; measured here: cell count max response;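 cells counted by Cell Tracker Red CMTPX staining in the red channel; peak over a dose series mostly up to 46.1 µM; percent activity relative to internal control wells on each plate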
Starred values were filed as active, the others as inactive; i = inactive; ? = inconclusive; nt = not tested or not shown; [ ] = another dose, or the depositor's remark. % is scaled to controls: 0 for no effect and ±100 for the full control effect; potency is read from the fitted curve at half-maximal effect.

SMILES	Lipid storage S3	Lipid storage S3 cell count max
CCOc1ccccc1-n1c(SCC(N)=O)nnc1-c1ccccc1	14%	-4
CCc1cc2c3c([nH]c2cc1S(=O)(=O)NCCCOC)CC(C)(C)CC3=O	?	nt
COc1cccc(CNC(=O)C2CCCN(S(=O)(=O)c3c(C)n[nH]c3C)C2)c1 (stereo not given)	15%	-5
COc1ccccc1NS(=O)(=O)c1cc(NC(=O)c2ccccc2F)ccc1N1CCOCC1	?	nt
O=C(COc1ccccc1)NCCSCc1ccccc1Cl	29%	-4
Nc1ncccc1C(=O)OCC(=O)N1CCN(S(=O)(=O)c2ccc(Cl)cc2)CC1	?	nt
COC(c1ccccc1)c1nnc(CCC(=O)NCCc2ccc(Cl)cc2)o1 (stereo not given)	15µM*	-8.0*
CC(=O)c1ccc(NC(=O)c2ccc(N3C(=O)c4cccnc4C3=O)cc2)cc1	?	nt
Cc1cccc(NCC(=O)NNC(=S)Nc2ccccc2)c1	?	nt
CCCSCCCNC(=O)Cn1cc2c(n1)CCCCC2	11%	-3
COc1ccc(C(=O)Nc2cccc3cccnc23)cc1OC	?	nt
Cc1cnn(Cc2ccccc2)c1N	?	nt
Cc1cc(C(=O)OCC(=O)Nc2cc(S(=O)(=O)N(C)C)ccc2Cl)c2ccccc2n1	?	nt
CN(C)CCCNc1c2c(nc3ccccc13)CCC2	?	nt
O=c1[nH]c2ccccc2c(O)c1SCCO	8%	8
NS(=O)(=O)c1ccc(NC(=O)c2ccc3c(c2)OCO3)cc1	?	nt
Cc1ccc(-c2nc3cccnc3o2)cc1NC(=O)COc1ccc(Cl)cc1C	?	nt
CCCCN(C(=O)C1CC(=O)N(c2ccc3c(c2)OCCO3)C1)c1c(N)n(CCCC)c(=O)[nH]c1=O (stereo not given)	?	nt
COc1ccc(CCNC(=O)CN(C)S(=O)(=O)c2cccs2)cc1OC	i	nt
CCOc1ccc(OCCC(=O)OCC(=O)Nc2ccc(C)c(S(=O)(=O)N3CCCCC3)c2)cc1	23%	nt
O=C(CCl)Nc1cccn2ncnc12	12%	-13
C=CCNC(=O)C1CCN(c2ccc(S(=O)(=O)N3CCOCC3)cc2[N+](=O)[O-])CC1	?	nt
Cn1c(C(=O)NC2CCCCCC2)cc2c(=O)n(C)c3ccccc3c21	?	nt
COC(=O)c1ccc(-c2ccc(/C=N/N3C(=O)C4C5C=CC(C6CC56)C4C3=O)o2)cc1 (stereo not given)	21µM*	4.8*
Cc1ccccc1Cn1nnc(-c2cccc(C(=O)O)c2)n1	i	nt
CO/N=C(\c1nonc1N)N1CCN(c2ccc(Cl)cc2[N+](=O)[O-])CC1	-7%	-19
NC(=O)c1ccc(NC(=O)c2cnc3ccccc3n2)cc1	-1%	20
CC(C)[C@H](NS(=O)(=O)c1cccc(Cl)c1)C(=O)OCC(=O)NC(=O)CN1CCCC1=O	?	nt
CC(C)CNC(CC(=O)Nc1cccc([N+](=O)[O-])c1)C(=O)O (stereo not given)	?	nt
O=C(NC1CCCCC1)c1ccccc1NC(=S)NC(=O)C1CCC1	-5%	-2
O=C(COc1ccccc1Cl)c1ccc[nH]1	?	nt
Cc1csc(NS(=O)(=O)c2cccc([N+](=O)[O-])c2)n1	-13%	4
CC(C)(C)c1ccc(-c2nc(C#N)c(N3CCC(C(N)=O)CC3)o2)cc1	?	nt
O=C(Cn1c(=O)cnc2ccccc21)NCC(=O)Nc1ccc(F)c(F)c1	?	nt
CCN(C(=O)COC(=O)C12CC3CC(CC(NC(C)=O)(C3)C1)C2)C1CCCCC1	0%	2
Cc1ccc(S(=O)(=O)n2[nH]c(=O)cc2NC(=O)c2cccs2)cc1	-12%	8
COC(=O)/C=C/c1ccc(-n2cncn2)cc1	2%	13
CCCC(=O)NC(c1ccco1)c1cc(Cl)c2cccnc2c1O (stereo not given)	?	nt
Nc1c(N(CCC2=CCCCC2)C(=O)Cc2ccccc2F)c(=O)[nH]c(=O)n1Cc1ccccc1	?	nt
CCN1C(=O)C2(C(C(=O)c3ccc(C)o3)=C(O)C(=O)N2CCCN2CCOCC2)c2ccccc21 (stereo not given)	?	nt
COc1ccc(CN2CCC(C(=O)c3ccc(F)cc3)CC2)cc1	22%	25
C/C(=N\Nc1nc(N)cc(Cl)n1)c1ccc(Cl)c(Cl)c1	1%	-16
CCCCn1c(N)c(NCCC(C)C)c(=O)[nH]c1=O	?	nt
Cc1ccccc1NC(=O)C(=O)NC(C)CCc1ccccc1 (stereo not given)	7.3µM*	7.4*
O=C(c1cc(-c2ccc(F)cc2)on1)N1CCCC1	-10%	nt
Cc1ccc(NC(=O)NC(=O)N(C(C)C)S(=O)(=O)c2ccc(C)cc2)cc1	?	nt
CC(C)C[C@H](NC(=O)OC(C)(C)C)C(=O)N[C@@H](CO)[C@H](O)[C@@H]1C[C@@H]1C(=O)N1CCCC1	i	-2
COc1ccc(C)cc1NC(=O)CSc1nc(=O)n(CCCN2CCOCC2)c2c1CCCC2	?	nt
CC(=O)N1CCc2cc(S(=O)(=O)NCCC(=O)NC3CCCCCC3)ccc21	?	nt
Cc1ccc(C)c(Sc2ccc(NC(=O)CCl)cc2)c1	?	nt

Other results.
SMILES	Lipid storage S3	Lipid storage S3 cell count max
CCCCc1nc2n[nH]c(N)c2c2c1CCC2	?	nt
CCC(CC)C(=O)c1c[nH]c(C(=O)NCc2ccccn2)c1	-45%	-53
O=C(NCCCN1CCCC1)c1ccc(Cn2c(=S)[nH]c3ccc(Br)cc3c2=O)cc1	-2%	7
COc1cc2c(cc1NC(=O)COC(=O)[C@@H](NC(=O)c1ccccc1)C(C)C)oc1ccccc12	?	nt
CC(Cc1cccs1)NC(=S)Nc1ccc(Cl)c(Cl)c1 (stereo not given)	i	-3
COc1ccc(Nc2cc(C)nc(N3CCN(C(=O)c4ccc5c(c4)OCO5)CC3)n2)cc1	?	nt
O=C1COc2ccc(C(=O)C[n+]3cccc(O)c3)cc2N1	?	nt
CC(C)/C=C/CN1CCCC(N2CCN(c3cccc(Cl)c3)CC2)C1 (stereo not given)	?	nt
COc1ccc(-c2csc(NC(=O)CSCC(=O)Nc3cc(C)on3)n2)c(OC)c1	?	nt
O=C(CC1C(=O)NCCN1Cc1ccc(F)cc1)NCCN1CCCc2ccccc21 (stereo not given)	-6%	8

Not a retest: three of the compounds above.
SMILES	Lipid storage S3	Lipid storage S3 cell count max
CCOc1ccccc1-n1c(SCC(N)=O)nnc1-c1ccccc1	14%	-4
CCc1cc2c3c([nH]c2cc1S(=O)(=O)NCCCOC)CC(C)(C)CC3=O	?	nt
COc1cccc(CNC(=O)C2CCCN(S(=O)(=O)c3c(C)n[nH]c3C)C2)c1 (stereo not given)	15%	-5

The results go on:
SMILES	Lipid storage S3	Lipid storage S3 cell count max
CC(C)c1ccc(-c2cc(C(=O)N3CCOCC3)c3cc(Br)ccc3n2)cc1	?	nt
CC(C)c1ccc(/C=C2\SC(N3CCOCC3)=NC2=O)cc1	?	nt
Cc1oc(S(=O)(=O)N(C)C)cc1C(=O)Nc1ccc(Cl)cc1	9%	3
Cc1nn(C2CCCCC2)c(N)c1-c1ccccc1	14%	-11
CCCCOc1ccc(-c2nnc(-c3cc[n+](C)cc3)o2)cc1	24%	1
COc1ccccc1NS(=O)(=O)c1cccs1	?	nt
CCCCNC(=O)c1onc(CSc2ccc(Cl)cc2)c1C(=O)O	?	nt
O=C(N/N=C/C(Br)=C\c1ccccc1)c1ccc2nc[nH]c2c1	?	nt
O=C(CSCc1cccc(F)c1)N1CCN(c2ccccc2)CC1	?	nt
CCc1ccc(C(CNC(=O)c2ccc3c(=O)n(-c4ccccc4F)c(=S)[nH]c3c2)N(C)C)cc1 (stereo not given)	?	nt

Four of the compounds above, as comma-separated lines.
molecule,Lipid storage S3,Lipid storage S3 cell count max
COc1cc2c(cc1NC(=O)COC(=O)[C@@H](NC(=O)c1ccccc1)C(C)C)oc1ccccc12,?,nt
O=C(N/N=C/C(Br)=C\c1ccccc1)c1ccc2nc[nH]c2c1,?,nt
CCOc1ccc(OCCC(=O)OCC(=O)Nc2ccc(C)c(S(=O)(=O)N3CCCCC3)c2)cc1,23%,nt
CC(=O)N1CCc2cc(S(=O)(=O)NCCC(=O)NC3CCCCCC3)ccc21,?,nt

Additional entries
SMILES	Lipid storage S3	Lipid storage S3 cell count max
NC(=O)COC(=O)c1ccccc1SCC(=O)NC1CCCCCCC1	i[0.0737 µM]	nt
O=C(Nc1ccc(F)cc1)NC1CCN(Cc2nnnn2Cc2ccco2)CC1	-1%	-1
CCOC(=O)CN(C(=O)CNC(=O)c1cccs1)C(C(=O)NC1CCCCC1)c1cccs1 (stereo not given)	4%	10
COc1ccc(NC(=O)CC(C)n2ccnc2)cc1 (stereo not given)	?	nt
O=C(Nc1ccc(F)cc1)c1ccccc1CC[N+](=O)[O-]	28%	-4
CC1CN(S(=O)(=O)c2cccc(C(=O)OCCOc3ccccc3)c2)CC(C)O1 (stereo not given)	8%	-6
O=C(CN1C(=O)NC2(CCCC2)C1=O)Nc1nc2ccccc2[nH]1	?	nt
O=C(CN1C(=O)NC(c2ccccc2)(c2ccccc2)C1=O)NCc1ccccc1	?	nt
COc1ccccc1CN1CCN(Cc2ccco2)CC1	4%	5
N=c1c(S(=O)(=O)c2ccc(Cl)cc2)cc2c(=O)n3ccccc3nc2n1Cc1ccco1	i	-8
COc1cc(C(=O)NCc2ccc(S(N)(=O)=O)cc2)ccc1OCC(=O)Nc1cccc(C(F)(F)F)c1	21%	4
CC1CCN(S(=O)(=O)c2ccc(C(=O)NC3CCS(=O)(=O)C3)cc2)CC1 (stereo not given)	?	nt
O=C(Nc1c(F)cc(F)cc1Br)c1cccnc1	?	nt
CN1CCN(C(=O)NC2CCCN2S(=O)(=O)c2ccc(Cl)cc2)CC1 (stereo not given)	?	nt
CCc1cc(=O)[nH]c(SCC(=O)NCc2ccc3c(c2)OCO3)n1	i	13
COc1ccc(N2C(C(C)=O)=NN(c3ccccc3)C2c2cccs2)cc1 (stereo not given)	?	nt
C/C(=N\NC(=O)c1ccc2nc[nH]c2c1)c1ccc([N+](=O)[O-])cc1	23%	nt
CC(CC(=O)O)CC(=O)Nc1ccc(Br)cc1 (stereo not given)	7%	18
COc1cc2nc(C3CC3)n(NC(=O)c3ccc(Cl)cc3)c(=O)c2cc1OC	?	nt
Cc1nc2scc(C)n2c(=O)c1S(=O)(=O)N1CCN(c2ccccc2F)CC1	i	-6
CC(C)CC(=O)NC(=S)Nc1ccc(N2CCOCC2)cc1	?	nt
CN(C(=O)CSc1nnc(C2CC2)n1C1CC1)C1(C#N)CCCCC1	?	nt
CC(C)N(C(=O)COC(=O)Cn1cnc2ccccc21)c1ccccc1	?	nt
CCOC(=O)C1CCCN(C(=O)c2cccc(N3C(=O)c4ccccc4C3=O)c2)C1 (stereo not given)	?	nt
COC(=O)C1=NNC2C(=O)N(C3CCCCC3)C(=O)C12 (stereo not given)	21%	2
Cc1cnc(CNC(=O)CC2C(=O)NCCN2Cc2cccc(F)c2F)cn1 (stereo not given)	i	14
CC(CO)(CO)NC(=O)c1ccc(=O)[nH]n1	9%	-3
CC(C)CC(=O)n1sc(NC(=O)c2ccccc2)nc1=O	9%	15
Fc1ccc(CSc2ccc(-c3ccc4c(c3)OCO4)nn2)cc1	2%	5
O=C(Nc1ccc2c(c1)OCCO2)N1CCN(Cc2ccccc2)CC1	2%	-24
Cc1c(C(=O)NC2CC2)oc2ccc(S(=O)(=O)N3CCCCCC3)cc12	?	nt
Cc1ccc(C)c(N2CCN(C(=O)CN(C)S(=O)(=O)c3ccc4c(c3)CCC(=O)N4)CC2)c1	?	nt
CC(C)(C)C(=O)Nc1sc2c(c1C#N)CCCCC2	-12%	1
N#CCCn1ncc2ccccc21	-6%	-10
FC(F)Sc1ccc(-n2cc(-c3ccc(Cl)cc3)[n+]3c2CCC3)cc1	-6%	1
OCCC1CN(Cc2cnc(-c3ccccc3)s2)CCN1CCc1ccccc1 (stereo not given)	8%	9
Cc1cccc(NC(=O)CN2CCC(NC(=O)C3CCCCC3)CC2)c1C	-3%	2
CNC(=O)CN(Cc1ccccc1)S(=O)(=O)c1ccc(Cl)cc1	?	nt
COc1cc([N+](=O)[O-])ccc1NC(=O)C[n+]1cccc(C)c1	?	nt
COc1cc(C(=O)Nc2ccc(O)cc2)ccc1OC(C)=O	?	nt

In the list so far, these have a COOH group:
SMILES	Lipid storage S3	Lipid storage S3 cell count max
Cc1ccccc1Cn1nnc(-c2cccc(C(=O)O)c2)n1	i	nt
CC(C)CNC(CC(=O)Nc1cccc([N+](=O)[O-])c1)C(=O)O (stereo not given)	?	nt
CCCCNC(=O)c1onc(CSc2ccc(Cl)cc2)c1C(=O)O	?	nt
CC(CC(=O)O)CC(=O)Nc1ccc(Br)cc1 (stereo not given)	7%	18

Further compounds follow.
SMILES	Lipid storage S3	Lipid storage S3 cell count max
COc1cc(/C=N/NC(=O)COc2ccccc2[N+](=O)[O-])ccc1OC(=O)c1ccco1	?	nt
CCOc1ncnc2c1[nH]c1ccccc12	-3%	-10
CCOC(=O)C1C2C=CC3(CN(c4cccc(Cl)c4)C(=O)C13)O2 (stereo not given)	-16%[9.22 µM]	-9
Cc1cc(=O)oc2ccc(OCC(=O)N(Cc3ccc(F)cc3)Cc3ccco3)cc12	?	nt
O=C(NCc1ccc(-c2csnn2)cc1)c1cccs1	-1%	-4
Cc1cc(C)nc(SCC(=O)Nc2ccc(S(=O)(=O)Nc3ncccn3)cc2)n1	?	nt

Screening results: PubChem BioAssay, National Center for Advancing Translational Sciences (NCATS)

These rows are one share of the data, so the mix of outcomes need not match the whole.
